Source: PubChem BioAssay
uPA generation: cell surface uPA generation inhibition; cell surface uPA generation assay, qHTS; Potency, µM (titrated, usually from 38.3 µM), inactives show at the top dose activity change, negative = inhibition, most hits filed as inhibitors; actives 0.31% (n = 330,000); active = well fitted inhibition curve with a large enough effect; inconclusive = small, poorly fitted or top-dose-only effect; inactive = no such curve, though single readings can be large or run the other way; tested in mouse RAW 264.7 cells; also: % is scaled to controls: 0 for no effect and ±100 for the full control effect; nearly all actives have a fitted effect of over 55% in size
NPC1 promoter act: NPC1 promoter activation. Huh7 NPC1 promoter luciferase reporter, 24 h. Potency, µM (top dose mostly 9.22 µM), without a hit: at the highest dose activation, actives largely listed as activators. actives 2.4% (n = 320,000). AID 485313;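 also: % of control where 0% means no effect; nearly all actives have a fitted effect of over 60% in size; reporter is driven by a mutant NPC1 promoter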
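Cells: Huh7 expressing luciferase under the NPC1 promoter, 1500/well. Seeded 2 h, compound added, incubated 24 h at 37 °C. Luciferase reagent, 10 min ambient, then luminescence.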
Rab9 prom act: Rab9 promoter activation; Huh7 Rab9 promoter-luciferase reporter, luminescence, 24 h; Potency, µM (doses to about 9.22 µM), without a hit: at the top dose activation, negative = inhibition, actives largely listed as activators; actives 2.8% (n = 320,000); AID 485297; also: % of control where 0% means no effect; nearly all actives have a fitted effect of over 60% in size
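Quantitative HTS format; Huh7 Rab9-luciferase reporter cells (1500/well) receive compound 2 h post-plating, incubate 24 h at 37 °C, then get luciferase reagent for 10 min before luminescence reading.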
RORg inh: blocks mouse ROR gamma transcriptional activity | P51450 | Drosophila S2 Gal4-RORgamma UAS-luciferase reporter, 20 h | Potency, µM (series often up to 53.6 µM), inactives show at the highest dose activity change, negative = inhibition, most hits filed as inhibitors | actives 5.4% (n = 310,000) | AID 2551; also: % is scaled to controls: 0 for no effect and ±100 for the full control effect; nearly all actives have a fitted effect of over 60% in size
Target sequence (P51450 whole entry, looked up, the tested form may be a part): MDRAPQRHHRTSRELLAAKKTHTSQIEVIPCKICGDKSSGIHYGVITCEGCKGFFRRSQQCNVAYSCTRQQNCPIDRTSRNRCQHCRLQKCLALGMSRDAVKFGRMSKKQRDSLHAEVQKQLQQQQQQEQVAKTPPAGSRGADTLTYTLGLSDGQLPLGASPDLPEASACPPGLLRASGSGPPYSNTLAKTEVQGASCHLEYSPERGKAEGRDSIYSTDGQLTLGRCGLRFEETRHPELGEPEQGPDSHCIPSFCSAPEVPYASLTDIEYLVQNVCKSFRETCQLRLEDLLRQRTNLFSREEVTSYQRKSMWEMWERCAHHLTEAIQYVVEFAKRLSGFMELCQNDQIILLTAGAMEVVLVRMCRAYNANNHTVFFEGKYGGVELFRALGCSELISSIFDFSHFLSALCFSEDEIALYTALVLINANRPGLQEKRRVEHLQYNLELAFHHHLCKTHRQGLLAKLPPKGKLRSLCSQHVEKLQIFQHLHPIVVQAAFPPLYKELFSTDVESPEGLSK
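Luminescence from a UAS-regulated Photinus luciferase reporter in stably transfected Drosophila Schneider cells is measured; decreased signal marks ROR gamma inhibition. Fusion expression is induced by 700 uM copper sulfate for 20 hr.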
BRCA1 expr up: activators of BRCA1 expression; AID 624202; MCF7-BRCA1-FFLuc reporter, luminescence, 48 h; response scale: scaled: vehicle 0%, 10 µM genistein 100%; actives 1.1% (n = 380,000); Potency, µM (series often up to 46.1 µM), without a hit: at the highest dose activation, most hits filed as activators; also: nearly all actives have a fitted effect of over 80% in size; some results filed as inactive show a strong effect at the top dose
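Reporter cells (MCF7, BRCA1 promoter-firefly luciferase) received library compounds across a concentration series for 48 h. End-point luminescence was measured and concentration-effect curves derived after normalization.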
VP16 counter: Gal4-VP16 reporter inhibition counter-screen; Drosophila S2 Gal4-VP16 UAS-luciferase, luminescence, 20 h; Potency, µM (top dose mostly 53.6 µM), inactives show at the highest dose activity, negative = inhibition, hits mostly inhibitors; actives 3.5% (n = 310,000);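 also: Gal4-VP16 expression switched on by copper sulfate through the metallothionein promoter; % is scaled to controls: 0 for no effect and ±100 for the full control effect; nearly all actives have a fitted effect of over 50% in size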
p53 reactivator: restores transcriptional activity of mutant p53; actives 0.063% (n = 320,000); H1299 p53-A138V BP100-luciferase reporter, luminescence, 24 h; Potency, µM (titrated, usually from 92.2 µM), for inactives: top-dose activity change, positive = activation, hits mostly activators; AID 504706; also: % of control where 0% means no effect; nearly all actives have a fitted effect of over 45% in size
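p53-null H1299 cells stably carrying temperature-sensitive p53-A138V and a BP100-luciferase reporter were pinned with compounds (4-point, 1:5 series) and held 24 hrs at 37 deg C. Luminescence was read 10 min after detection reagent.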
FLuc counter: inhibits or activates purified firefly luciferase, miR-21 counter-screen; Potency, µM (doses to about 57.5 µM), inactives show at the highest dose activity change, negative = inhibition, most hits filed as inhibitors; actives 6.9% (n = 360,000); P08659; purified FLuc, Km substrates, luminescence inhibition;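 also: plate controls were vehicle for no effect and reference inhibitor for full effect; nearly all actives have a fitted effect of over 55% in size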
Target sequence (P08659 whole entry, looked up): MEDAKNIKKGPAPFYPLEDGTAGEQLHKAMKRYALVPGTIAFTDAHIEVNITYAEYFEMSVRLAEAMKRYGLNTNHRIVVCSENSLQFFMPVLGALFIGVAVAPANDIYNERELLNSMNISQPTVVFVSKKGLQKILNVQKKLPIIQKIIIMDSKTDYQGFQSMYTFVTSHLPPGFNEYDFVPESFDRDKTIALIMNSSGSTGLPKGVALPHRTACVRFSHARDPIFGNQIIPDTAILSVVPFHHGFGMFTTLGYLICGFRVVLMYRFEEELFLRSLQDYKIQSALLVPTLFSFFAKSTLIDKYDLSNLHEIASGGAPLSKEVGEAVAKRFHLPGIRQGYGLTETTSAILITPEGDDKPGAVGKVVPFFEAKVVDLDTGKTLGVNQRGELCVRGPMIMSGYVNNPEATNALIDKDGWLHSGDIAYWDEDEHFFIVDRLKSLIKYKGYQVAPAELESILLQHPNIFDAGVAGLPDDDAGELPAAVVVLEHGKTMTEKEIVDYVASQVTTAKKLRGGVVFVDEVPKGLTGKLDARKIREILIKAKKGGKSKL
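Purified P. pyralis luciferase (10nM final) with 10uM D-luciferin and 10uM ATP (Km levels) in 50mM Tris acetate pH 7.5, 10mM Mg acetate, 0.01% Tween-20, 0.05% BSA; qHTS 6-point titration, ~60 µM downward; luminescence read.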
ELG1 genotoxic: induces genotoxicity in HEK293T cells with luciferase-tagged ELG1 | Potency, µM (titrated, usually from 46 µM), for the others: at the top dose activity change, positive = activation, most hits filed as activators | AID 504466 | HEK293T ELG1-luciferase reporter, luminescence, 16 h | actives 1.3% (n = 330,000); also: % of control where 0% means no effect; nearly all actives have a fitted effect of over 60% in size
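DMSO vehicle served as control against compound-treated ELG1-luciferase HEK293T cells; exposure lasted 16 hr at 37 °C and 5% CO2, followed by ONE-Glo luminescence detection after 30 min.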
MLL CXXC-DNA inh: blocks binding of human MLL CXXC domain to DNA | Q03164 | MLL-CXXC / FITC-HOXA9 DNA fluorescence polarization | Potency, µM (highest dose often 115 µM), for the others: top-dose activity change, negative = inhibition, hits mostly inhibitors | actives 0.037% (n = 290,000) | AID 2662; active = well fitted inhibition curve with a large enough effect in the polarisation, with a control signal flat, not every such curve was filed as active; inconclusive = small, poorly fitted or top-dose-only effect, or effect the other way, or a change in a side signal; inactive = no such curve, though single readings can be large or run the other way; the % refers to the polarisation
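Purified MLL-CXXC (added from a 7 uM solution) was preincubated 5 min at ambient with pinned compounds in 50 mM Tris-HCl pH 7.5, 50 mM NaCl, 1 mM DTT, 0.05% BSA. Fluorescein-labeled HOX-A9 DNA (50 nM solution) followed, 30 min, then polarization read.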
MBNL1 CUG block: blocks human MBNL1 binding to CUG repeat RNA. Q9NR56. TR-FRET MBNL1-His/biotin-(CUG)12 binding, 665/545 ratio. Potency, µM (series often up to 57.5 µM), for the others: at the highest dose activity change, negative = inhibition, actives largely listed as inhibitors. actives 0.036% (n = 280,000); active = well fitted inhibition curve with a large enough effect in the signal ratio, with a control signal flat, not every such curve was filed as active; inconclusive = small, poorly fitted or top-dose-only effect, or effect the other way, or a change in a side signal; inactive = no such curve, though single readings can be large or run the other way; the % refers to the signal ratio; also: % is scaled to controls: 0 for no effect and ±100 for the full control effect
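TR-FRET readout: Ex 340 nm, 665/545 nm emission ratio, normalized to buffer-only (basal) and MBNL1-(CUG)12 controls. Complex of MBNL1-His with Biotin-(CUG)12, compounds 92 nM–58 uM, incubated 60 min at room temperature.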
Active calls of the source: *; ? = inconclusive; · = no result given; [ ] = another dose, or the depositor's remark. Unless noted, calls follow the shape of the dose curve; as a rule, active = well fitted curve in the direction sought with a large enough effect; inconclusive = small, poorly fitted or top-dose-only effect, or another doubt; inactive = no such curve, though single readings can be large; an effect the other way counts as inactive or inconclusive. Potency is read from the fitted curve at half-maximal effect. These rows are one share of the data; count on the stated rates, not on these rows.

Compound | uPA generation | NPC1 promoter act | Rab9 prom act | RORg inh | BRCA1 expr up | VP16 counter | p53 reactivator | FLuc counter | ELG1 genotoxic | MLL CXXC-DNA inh | MBNL1 CUG block
O=C1CCN(C(=O)Nc2ccccc2Cl)N1 | -4% | 9% | 1% | 3% | -2% | -3% | -5% | 1% | 0% | 3% | -9%
CCC(CO)NC1=CC(=O)CCC1 (configuration not stated) | 3% | -2% | 7% | 23% | 2% | 14% | -7% | -1% | 1% | -1% | -3%
COc1cccc(-n2nnnc2SCC(=O)Nc2cccc(NC(C)=O)c2)c1 | 6% | 1% | 6% | -18% | 15% | -5% | -3% | -6% | -2% | -8% | -7%
Fc1ccc(C(CCNCc2cccs2)c2ccco2)cc1 (configuration not stated) | 5% | 2% | -1% | -1% | -10% | -4% | 0% | 5% | -7% | 23% | -11%
Cc1ccnc(N2CCC(C(=O)Nc3cccc(C(F)(F)F)c3)CC2)n1 | -1% | 5% | 10% | -1% | 10% | -9% | 2% | -2% | 3% | -8% | 3%
Cc1ccc2c(=O)n3c(nc2c1)C(Cc1ccccc1)NC(=O)c1ccc(Cl)cc1-3 (configuration not stated) | · | -3% | 1% | · | · | · | 4% | 2% | -1% | · | ·
C=CCn1c(SCC(=O)N2CCCCC2)nnc1-c1ccncc1 | -3% | 0% | -2% | 6% | -8% | -8% | 0% | -1% | -3% | 19% | 5%
O=C(CN1C(=O)NC2(CCCc3ccccc32)C1=O)NCc1cccs1 (configuration not stated) | 1% | -9% | -1% | · | 3% | · | -6% | -2% | 0% | · | ·
COc1ccc(NC(=O)c2ccc3ccccc3c2)cc1NS(=O)(=O)c1ccc(F)cc1 | 2% | -1% | -4% | ? | -12% | -1% | 1% | -18% | -2% | 10% | 6%
O=C(NCc1ccccc1)c1ccc(CSc2ccccc2)o1 | -5% | -1% | -7% | 33% | 1% | -3% | -13% | ? | -4% | 11% | -5%
COc1ccc(NS(=O)(=O)c2cccc(C(=O)NNC(=O)NCCCl)c2)cc1 | -5% | -1% | 3% | 15% | 31% | 4% | 0% | 3% | -2% | 1% | -4%
CSc1ccccc1OCc1cc(C(=O)NC2CCOC2)no1 (configuration not stated) | -9% | 20% | ? | 30% | 13µM* | ? | ? | -16% | 5% | 10% | -2%
CCOC(=O)C1CCN(C(=O)CCC(=O)NCCc2ccc(Cl)cc2)CC1 | 4% | 0% | -1% | 8% | -7% | -3% | ? | 1% | 1% | -14% | -4%
CCn1cc(/C=C(\NC(=O)c2ccccc2OC)C(=O)N2CCN(C)CC2)c2ccccc21 | ? | -4% | -3% | -3% | -10% | 5% | -8% | 0% | 5% | -4% | 11%
O=C(O)[C@H]1CCCC[C@H]1C(=O)Nc1ccc(S(=O)(=O)N2CCOCC2)cc1 | 5% | 3% | 5% | -11% | 14% | -7% | 5% | -1% | 0% | ? | 0%
O=C(O)CSc1nnc(-c2ccc(Cl)cc2Cl)n1-c1ccc(Cl)cc1 | -1% | -2% | 3% | ? | 5% | ? | · | 0% | 0% | 0% | -6%
Cc1cc(C(=O)N/N=C/c2ccc(-c3cccc(Br)c3)o2)n[nH]1 | -11% | -4% | 6% | ? | -2% | -19% | 3% | 1% | 9% | 26% | ·
C=CCNC(=O)C(C)N1C(=O)c2ccccc2C1=O (configuration not stated) | 5% | -2% | -1% | 4% | 0% | 6% | -5% | -6% | 4% | 3% | 3%
COc1ccc(/C=C/C(=O)NC(C)(C)C)cc1S(=O)(=O)N1CCOCC1 | -1% | 2% | -4% | 2% | -9% | 0% | 0% | 4% | -1% | 3% | -2%
O=[N+]([O-])c1ccc(N2CCN(c3nc(-c4ccc(Cl)cc4)cs3)CC2)cc1 | 7% | -1% | -9% | -20% | -9% | -1% | 3% | 6% | -11% | -4% | 0%
Cc1cc2c(cc1C)C(c1cccc([N+](=O)[O-])c1)CC(=O)N2 (configuration not stated) | -9% | -6% | -8% | ? | -59% | -2% | -3% | 2% | -1% | ? | 36%[activator]
CC1=C(C(N)=O)C(c2ccccc2)n2nc(-c3cccc(C)c3)nc2N1 (configuration not stated) | 4% | -1% | -2% | -28% | -6% | 0% | -4% | 3% | -4% | -3% | 11%
O=S(=O)(Nc1cc(Cl)ccc1-n1cncn1)c1ccc(F)cc1 | -2% | 0% | -5% | · | 1% | · | -5% | 4% | -2% | · | ·
CCn1c(SCC(=O)N/N=C/C=C/c2ccccc2[N+](=O)[O-])nnc1-c1ccccc1 | 0% | -1% | 1% | ? | -46% | 18% | 0% | -2% | -3% | ? | ?
CC(/C=N/n1c(-c2ccncc2)n[nH]c1=S)=C\c1ccco1 | 14% | 25% | 2% | -40% | -15% | 5% | -5% | -7% | -12% | -1% | ?
Cc1ccc(NC(=O)c2cc(-c3ccc(C)o3)nc3ccccc23)cc1 | -5% | 1% | 9% | -6% | -2% | -3% | 7% | ? | 5% | 13% | 12%
CC(C)Oc1ccc(/C=N/NC(=O)C2CCCN2S(=O)(=O)c2ccc(Cl)cc2)cc1 (configuration not stated) | -2% | · | · | 34% | -16% | -17% | · | ? | · | 4% | 5%
Cc1ccc(NC(=O)C2CCN(S(=O)(=O)c3ccccc3)CC2)cc1 | 0% | -4% | -9% | 21% | 2% | 0% | -1% | -1% | -5% | 5% | -10%
CC(=O)Nc1ccc(S(=O)(=O)NNC(=O)c2cc3c4ccccc4n(C)c3s2)cc1 | 3% | 1% | 0% | -20% | -53% | ? | -2% | -2% | -3% | 4% | 30%
COc1cc(SC)ccc1C(=O)Nc1ccc2c(c1)OCO2 | -9% | 0.89µM* | 1.6µM* | -23% | 7% | -11% | 6% | 1.3µM* | 2.6µM* | -2% | 4%
O=C(CCNS(=O)(=O)c1ccc(Br)cc1)NCC1CCCO1 (configuration not stated) | 0% | -1% | 2% | · | -6% | · | 1% | 4% | 0% | · | ·
O=C(Cn1nnc(-c2ccc(CN3CCOCC3)cc2)n1)N(c1ccccc1)c1ccccc1 | 4% | -6% | -9% | 31% | 2% | 6% | -3% | -2% | -4% | 1% | -6%
O=C(COc1ccccc1[N+](=O)[O-])NCC1(N2CCCCC2)CCCCC1 | 0% | -4% | -9% | · | 5% | · | -2% | 3% | 1% | · | ·
COc1ccc(-n2c(COc3cccc4ccccc34)nnc2SCC#N)cc1 | -3% | -1% | 7% | -6% | -18% | -7% | -4% | -1% | -7% | 0% | -7%
CCCCNC(=O)Nc1nc(SCC(=O)OCC)n[nH]1 | ? | -1% | 1% | -8% | 5% | -1% | 2% | -2% | 3% | -2% | 9%
COc1cc(C2C(C(N)=O)=C(C)Nc3nc(CCCO)nn32)cc(OC)c1OC (configuration not stated) | 8% | -2% | 5% | 5% | 5% | -4% | -1% | 0% | -1% | -22% | -1%
Cc1oc(-c2ccc(Cl)cc2)nc1CN1CCC(C(=O)N2CCc3ccccc3C2)CC1 | -8% | -4% | -5% | -3% | -25% | 9% | 2% | 5% | -23% | 2% | -8%
Cc1cccc(CC(=O)N2CCN(C(=O)c3ccco3)CC2)c1 | 4% | 0% | 0% | · | 19% | · | · | 4% | -3% | -3% | -4%
NC1=NC(=O)/C(=C/c2ccc(-c3ccc(S(N)(=O)=O)cc3)o2)S1 | 8% | 0% | 5% | 3% | -10% | 3% | · | -2% | 4% | 32%[activator] | ?
O=C(CN1CCOCC1)Nc1ncccn1 | 7% | -1% | -5% | 7% | 5% | 1% | -1% | 0% | 0% | 0% | 4%
COc1cccc(N2CC(=O)N(NC(=O)c3sc4nc(C)cc(C)c4c3N)CC2=O)c1 | 6% | 5% | -1% | 16% | 21% | -11% | -1% | -4% | -1% | -6% | ?
CCN(C(=O)CSc1nnc(-c2ccco2)n1CC)c1c(N)n(Cc2ccccc2)c(=O)[nH]c1=O | 3% | -1% | -3% | · | -10% | · | -4% | 0% | 1% | · | ·
O=C(Oc1ccc(-c2cnc3ccccc3n2)cc1)c1ccc(Br)o1 | -8% | ? | 27% | 17% | ? | -29% | ? | ? | 9.2µM* | 199%[activator] | 66%[activator]
CC(C)=CCN1CCN(Cc2ccc(Oc3ncccn3)cc2)CC1CCO (configuration not stated) | 2% | 0% | -6% | -18% | 1% | -17% | 3% | -2% | 2% | 3% | 0%
CCOC(=O)c1ccccc1NC(=O)/C=C/C(=O)O | -1% | -4% | -1% | 15% | -31% | 1% | -2% | 12% | -1% | 6% | ·
